USP2a block – blocks human ubiquitin-specific protease USP2a. USP2 core, Ub-CHOP2 coupled fluorogenic reporter, 485/531. Potency, µM (series often up to 38.3 µM), inactives show at the top dose activity change, negative = inhibition, actives largely listed as inhibitors. 0.01% of 330,000 active. AID 463254;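 further: potency means the concentration at half of the fitted maximal effect; plate controls were DMSO wells for no effect and full inhibition by NEM control for full effect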
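USP2 core (10nM final) preincubated 30min RT with compound in 20mM Tris-HCl pH 8.0, 2mM CaCl2, 2mM beta-mercaptoethanol, 0.05% CHAPS; 25nM Ub-CHOP2 plus 25nM reporter substrate added, fluorescence (Ex485/Em531) read after 60min.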
BRCA1 expr up – BRCA1 expression activation; Potency, µM (doses to about 46.1 µM), inactives show top-dose activation, usual class: activators; AID 624202; 1.1% of 380,000 active; MCF7-BRCA1-FFLuc reporter, luminescence, 48 h; response scale: scaled: vehicle 0%, 10 µM genistein 100%; further: potency means the concentration at half of the fitted maximal effect; nearly all actives have a fitted effect of over 80% in size; some results filed as inactive show a strong effect at the top dose
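MCF7 cells carrying a BRCA1-firefly luciferase reporter (2000 cells/well, phenol-red free MEM) were attached for 2 h at 37 °C, then given compounds for 48 h. Luminescence was read 15 min after luciferase reagent; activity normalized to genistein (10 microM) and DMSO.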
PTAP TSG101 blk – blocks PTAP/TSG101 interaction to inhibit HIV-1 budding | 340,000 tested, under 10 active | Fluorescence polarization, FITC-PTAP peptide / Tsg101 binding | AID 493005 | Potency, µM (doses to about 115 µM), for the others: at the highest dose activity change, negative = inhibition, actives largely listed as inhibitors | Q99816; active means well fitted inhibition curve with a large enough effect in the main read-out, with a control signal flat, not every such curve was filed as active; inconclusive means small, poorly fitted or top-dose-only effect, or effect the other way, or a change in a side signal; inactive means no such curve, though single readings can be large or run the other way; further: potency means the concentration at half of the fitted maximal effect; % of control where 0% means no effect
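Compounds were pin-transferred onto Tsg101 binding domain (10 uM final) in HEPES pH 7.5 buffer, then FITC-PTAP peptide was added at 50 nM final. After 20 min at RT, polarization reported peptide displacement across a qHTS concentration series.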
uPA generation – inhibitors of cell surface uPA generation; Potency, µM (highest dose often 38.3 µM), for the others: at the top dose activity change, negative = inhibition, usual class: inhibitors; cell surface uPA generation assay, qHTS; 0.31% of 330,000 active; active means well fitted inhibition curve with a large enough effect; inconclusive means small, poorly fitted or top-dose-only effect; inactive means no such curve, though single readings can be large or run the other way; tested in mouse RAW 264.7 cells; further: potency means the concentration at half of the fitted maximal effect; on the % scale 0 is the no-effect control and ±100 the full control effect; nearly all actives have a fitted effect of over 55% in size
ASM inhibitor – inhibitors of human secretory acid sphingomyelinase; P17405; placental ASM, HMU-PC fluorogenic substrate, 60 min; Potency, µM (doses to about 57.5 µM), for inactives: top-dose activity change, negative = inhibition, actives largely listed as inhibitors; 0.006% of 340,000 active; further: potency means the concentration at half of the fitted maximal effect
Target sequence (P17405 47-631 limits assumed): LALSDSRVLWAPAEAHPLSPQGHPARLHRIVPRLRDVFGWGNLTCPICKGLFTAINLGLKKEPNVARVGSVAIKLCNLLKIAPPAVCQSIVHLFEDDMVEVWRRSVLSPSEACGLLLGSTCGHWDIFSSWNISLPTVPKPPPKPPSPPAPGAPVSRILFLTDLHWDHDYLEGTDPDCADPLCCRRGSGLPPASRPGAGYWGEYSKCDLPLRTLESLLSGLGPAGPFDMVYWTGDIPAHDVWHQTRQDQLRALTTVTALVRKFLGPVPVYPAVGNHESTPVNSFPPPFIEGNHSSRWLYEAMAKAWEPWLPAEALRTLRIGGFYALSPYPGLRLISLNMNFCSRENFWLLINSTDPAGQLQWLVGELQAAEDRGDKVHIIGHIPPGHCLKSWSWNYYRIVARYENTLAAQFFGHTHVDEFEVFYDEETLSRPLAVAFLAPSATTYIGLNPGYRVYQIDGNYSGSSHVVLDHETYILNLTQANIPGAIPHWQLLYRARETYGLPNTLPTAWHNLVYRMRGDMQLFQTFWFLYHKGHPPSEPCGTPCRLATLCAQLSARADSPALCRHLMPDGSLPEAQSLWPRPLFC
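Fluorogenic HMU-PC substrate (9 uM final) is turned over by placental ASM in 60 min at 37 C after a 10 min compound preincubation. Reaction ended by alkaline stop (pH 10), with fluorescence read at 386/447 nm.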
TRPV1 ag – activates the human vanilloid receptor TRPV1. Q8NER1. TRPV1-expressing cells, Fluo-8 calcium influx, agonist mode. activation, % at 8.33 µM. 0.19% of 320,000 active. AID 540275; in the data active means activation above about 80%; inconclusive means between about 30% and that limit; further: 0% is about no effect
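TRPV1-expressing cells were cultured overnight at 35.5C and loaded with Fluo-8 calcium dye for 40 to 90 min at room temperature. After a 10 s baseline, compound was added and calcium influx was read kinetically for 3 min (ex 480/em 520 nm).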
p53 reactivation – mutant p53 re-activation in reporter cells | H1299 p53-A138V BP100-luciferase reporter, luminescence, 24 h | Potency, µM (titrated, usually from 92.2 µM), for inactives: at the highest dose activity change, positive = activation, actives largely listed as activators | 0.063% of 320,000 active; further: potency means the concentration at half of the fitted maximal effect; % of control where 0% means no effect; nearly all actives have a fitted effect of over 45% in size
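H1299 (p53-null), stable ts p53-A138V + BP100-Luc; 1000 cells/well, Opti-MEM/10% FBS; cpd 4 pt, 1:5; 24 h, 37 deg C, 5% CO2; detection reagent 10 min RT; luminescence.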
a7 integrin act – integrin-mediated muscular dystrophy alleviation activation; alpha7betagal myoblasts, beta-gal FDG fluorescence, 48 h; Potency, µM (doses to about 38.3 µM), without a hit: at the highest dose activation, usual class: activators; 0.064% of 350,000 active; AID 624291;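 further: potency means the concentration at half of the fitted maximal effect; 100% = response of the positive control SU9516; nearly all actives have a fitted effect of over 60% in size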
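Alpha7betagal+/- myoblasts (passage 13) were plated 16-24 hr, then exposed to compounds (1:260 dilution of DMSO stock) for 48 hours at 37C. After MPER lysis, β-galactosidase reporter activity was read as FDG fluorescence (ex 480/em 540) after 30 minutes.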
Eya2 phos inh – Eya2 (human) phosphatase inhibition | O00167 | recombinant Eya2, OMFP fluorescence dephosphorylation (OMFP is methylfluorescein phosphate) | Potency, µM (highest dose often 76.9 µM), inactives show top-dose activity, negative = inhibition, actives largely listed as inhibitors | 0.006% of 330,000 active; further: potency means the concentration at half of the fitted maximal effect; on the % scale 0 is the no-effect control and ±100 the full control effect
Target sequence (O00167 whole entry, looked up): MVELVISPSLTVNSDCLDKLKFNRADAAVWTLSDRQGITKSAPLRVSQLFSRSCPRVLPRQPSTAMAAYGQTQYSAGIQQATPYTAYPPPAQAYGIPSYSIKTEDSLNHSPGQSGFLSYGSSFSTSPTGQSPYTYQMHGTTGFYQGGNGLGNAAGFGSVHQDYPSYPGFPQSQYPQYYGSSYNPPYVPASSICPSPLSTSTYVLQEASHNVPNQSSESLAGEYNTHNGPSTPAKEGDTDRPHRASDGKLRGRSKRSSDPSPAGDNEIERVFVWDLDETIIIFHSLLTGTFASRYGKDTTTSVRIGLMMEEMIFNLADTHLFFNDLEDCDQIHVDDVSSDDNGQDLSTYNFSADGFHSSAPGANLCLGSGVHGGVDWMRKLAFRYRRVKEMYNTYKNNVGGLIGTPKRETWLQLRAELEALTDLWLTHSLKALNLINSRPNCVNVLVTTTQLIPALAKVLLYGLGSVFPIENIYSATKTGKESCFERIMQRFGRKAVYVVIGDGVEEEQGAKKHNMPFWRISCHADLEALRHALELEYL
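Eya2 protein (added as 0.2 uM solution) was preincubated with compound for 10 min at ambient temperature in 50 mM HEPES pH 7.5, 50 mM NaCl, 5 uM MgCl2, 0.05% BSA, 1 mM DTT. OMFP (added at 50 uM) then reacted 10 min; fluorescence read at 485/525 nm.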
B2AR arrestin – recruits beta-arrestin to the human beta2-adrenergic receptor; 0.02% of 330,000 active; P07550; beta-arrestin recruitment to beta2AR, cell-based reporter; Potency, µM (titrated, usually from 46.1 µM), inactives show at the top dose activation, hits mostly activators;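 further: potency means the concentration at half of the fitted maximal effect; 0% = DMSO controls and full agonism = EC100 isoproterenol or metaproterenol; nearly all actives have a fitted effect of over 65% in size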
ELG1 genotoxic – genotoxicity induction in ELG1-luciferase HEK293T cells. 1.3% of 330,000 active. HEK293T ELG1-luciferase reporter, luminescence, 16 h. AID 504466. Potency, µM (highest dose often 46 µM), for inactives: top-dose activity change, positive = activation, usual class: activators; further: potency means the concentration at half of the fitted maximal effect; % of control where 0% means no effect; nearly all actives have a fitted effect of over 60% in size
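After overnight (16 hr) compound treatment at 37 °C, ELG1-luciferase HEK293T cells were lysed with ONE-Glo; luminescence quantified 30 min later at room temperature.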
* hit, by the source's call; [ ] = remark or other dose. Unless noted, the call rests on the fitted dose curve; in most records, active means well fitted curve in the direction sought with a large enough effect; inconclusive means small, poorly fitted or top-dose-only effect, or another doubt; inactive means no such curve, though single readings can be large; an effect the other way counts as inactive or inconclusive. Random draw from the library; 2.6% or so of the library scored in one or more.

What do the screens show for `CC(Oc1ccccc1)c1ccnn1S(C)(=O)=O` (stereo not given)?
USP2a block: 3%; BRCA1 expr up: 45%; PTAP TSG101 blk: -2%; uPA generation: 0%; ASM inhibitor: -3%; TRPV1 ag: -2; p53 reactivation: 0%; a7 integrin act: inconclusive; Eya2 phos inh: 0%; B2AR arrestin: 0.1%; ELG1 genotoxic: 2%

Results for CCOC(=O)COc1ccc2cc(C(=O)OCC)c(=O)oc2c1 ?
USP2a block: 1%; BRCA1 expr up: -17%; PTAP TSG101 blk: 0%; uPA generation: 1%; ASM inhibitor: 305%[activator]; TRPV1 ag: -2; p53 reactivation: 1%; a7 integrin act: 9%; Eya2 phos inh: 18%; B2AR arrestin: 0.1%; ELG1 genotoxic: 4%

What do the screens show for `Nc1cc(C(=O)OCC(=O)NNC(=O)c2cccs2)ccc1Cl`?
USP2a block: 1%; BRCA1 expr up: 0%; PTAP TSG101 blk: 0%; uPA generation: 3%; ASM inhibitor: 6%; TRPV1 ag: -3; p53 reactivation: 5%; a7 integrin act: 6%; Eya2 phos inh: -8%; B2AR arrestin: 0.0%; ELG1 genotoxic: -2%

What do the screens show for `Cc1ccccc1Cn1cc(NC(=O)c2noc3c2CC(C(C)(C)C)CC3)cn1` (stereo not given)?
USP2a block: 0%; BRCA1 expr up: -16%; PTAP TSG101 blk: 0%; ASM inhibitor: -4%; TRPV1 ag: 0; p53 reactivation: 0%; a7 integrin act: 12%; Eya2 phos inh: -18%; B2AR arrestin: -0.3%; ELG1 genotoxic: -1%

Results for O=C(N/C(=C/c1ccccc1)C(=O)N1CCCCC1)c1ccc(Br)o1 ?
USP2a block: 1%; BRCA1 expr up: -9%; uPA generation: 27%; ASM inhibitor: -1%; TRPV1 ag: 17; p53 reactivation: -12%; a7 integrin act: 21%; Eya2 phos inh: 10%; B2AR arrestin: 0.1%; ELG1 genotoxic: -11%

How did COc1ccc(CCNC(=O)c2nnn(-c3cc(C)cc(C)c3)c2N)cc1OC do in these assays?
USP2a block: 2%; BRCA1 expr up: -8%; PTAP TSG101 blk: -4%; uPA generation: 4%; ASM inhibitor: -3%; TRPV1 ag: 3; p53 reactivation: -5%; a7 integrin act: -3%[7.66 µM]; Eya2 phos inh: -2%; B2AR arrestin: 0.1%; ELG1 genotoxic: -14%

Results for CCOc1ccc(NS(=O)(=O)c2ccc(C(=O)NCC(c3cccs3)N3CCOCC3)cc2)cc1 (stereo not given) ?
USP2a block: 1%; BRCA1 expr up: -24%; PTAP TSG101 blk: -1%; uPA generation: -1%; ASM inhibitor: 0%; TRPV1 ag: 2; p53 reactivation: -6%; a7 integrin act: -11%; Eya2 phos inh: 13%; B2AR arrestin: -0.2%; ELG1 genotoxic: 3%

How did Clc1ccc(CNc2ccc(N3CCN(Cc4ccccc4)CC3)cc2)cc1 do in these assays?
USP2a block: 3%; BRCA1 expr up: -33%; PTAP TSG101 blk: -3%; uPA generation: -7%; ASM inhibitor: -4%; TRPV1 ag: 0; p53 reactivation: -42%[inhibitor]; a7 integrin act: -53%[inhibitor]; Eya2 phos inh: -17%; B2AR arrestin: 0.2%; ELG1 genotoxic: -2%

What do the screens show for `COC(=O)C1C(=O)CC(C)(O)C(C(=O)OC)C1c1ccccc1F` (stereo not given)?
USP2a block: -1%; BRCA1 expr up: 17%; PTAP TSG101 blk: 1%; uPA generation: 2%; ASM inhibitor: -3%; TRPV1 ag: 1; p53 reactivation: -2%; a7 integrin act: -13%; Eya2 phos inh: -24%; B2AR arrestin: -0.3%; ELG1 genotoxic: -1%

How did Cc1ccc(NC(=O)Cn2c(=O)cnc3ccccc32)cc1S(=O)(=O)N1CCOCC1 do in these assays?
USP2a block: -1%; BRCA1 expr up: -32%; PTAP TSG101 blk: -1%; uPA generation: 6%; ASM inhibitor: 12%; TRPV1 ag: 1; p53 reactivation: -3%; a7 integrin act: -51%[inhibitor]; Eya2 phos inh: 8%; B2AR arrestin: -0.2%; ELG1 genotoxic: 1%

Results for COC(=O)CN1C(=O)[C@H]2[C@@H](/C=C/c3ccccc3)N3C(=O)CN(CC4CC4)C(=O)[C@@]3(Cc3ccccc3)[C@H]2C1=O ?
USP2a block: 0%; BRCA1 expr up: 1%; PTAP TSG101 blk: 0%; uPA generation: 2%; ASM inhibitor: -3%; TRPV1 ag: -2; p53 reactivation: 8%; a7 integrin act: 0%; Eya2 phos inh: 3%; B2AR arrestin: -0.4%; ELG1 genotoxic: -1%

What do the screens show for `COc1ccc(NC(=O)c2cc(OC)c(OC)c(OC)c2)cn1`?
USP2a block: 1%; BRCA1 expr up: -3%; PTAP TSG101 blk: -6%; uPA generation: -8%; ASM inhibitor: 1%; TRPV1 ag: 4; p53 reactivation: -8%; a7 integrin act: 31%; Eya2 phos inh: -3%; B2AR arrestin: 0.3%; ELG1 genotoxic: 0%

How did Cc1ccc(CCNC(=O)c2ccc3nc4ccccc4c(=O)n3c2)cc1 do in these assays?
USP2a block: 2%; BRCA1 expr up: 12%; PTAP TSG101 blk: 1%; uPA generation: 4%; ASM inhibitor: 432%[activator]; TRPV1 ag: 0; p53 reactivation: 7%; a7 integrin act: 3%; Eya2 phos inh: 4%; B2AR arrestin: -0.3%; ELG1 genotoxic: 2%

Results for O=C(CN1C(=O)NC2(CCCC2)C1=O)NCc1ccc(F)cc1 ?
USP2a block: 0%; BRCA1 expr up: -6%; PTAP TSG101 blk: -1%; uPA generation: -2%; ASM inhibitor: 1%; p53 reactivation: -2%; a7 integrin act: -12%; Eya2 phos inh: -4%; B2AR arrestin: 0.8%; ELG1 genotoxic: 2%

Results for CCOC(=O)C1CCN(C(=O)CN(c2ccc3c(c2)OCCO3)S(C)(=O)=O)CC1 ?
USP2a block: 4%; BRCA1 expr up: 13%; PTAP TSG101 blk: -1%; ASM inhibitor: 1%; TRPV1 ag: -1; p53 reactivation: 0%; a7 integrin act: -7%; Eya2 phos inh: 6%; B2AR arrestin: 0.0%; ELG1 genotoxic: 0%

Results for COc1ccccc1N(C(=O)c1ccco1)C(C(=O)NC1CCCCC1)c1cc(OC)c(OC)c(OC)c1 (stereo not given) ?
USP2a block: 2%; BRCA1 expr up: -33%; PTAP TSG101 blk: 1%; uPA generation: -1%; ASM inhibitor: 1%; TRPV1 ag: 2; p53 reactivation: -6%; a7 integrin act: -16%; Eya2 phos inh: 5%; B2AR arrestin: -0.1%; ELG1 genotoxic: -16%

How did c1ccc2c(c1)CNc1ccccc1-2 do in these assays?
BRCA1 expr up: 2%; PTAP TSG101 blk: -7%; uPA generation: 1%; ASM inhibitor: 2%; a7 integrin act: inconclusive

Results for COc1ccccc1OCc1ccc(C(=O)NC(C)c2ccccc2)o1 (stereo not given) ?
USP2a block: -2%; BRCA1 expr up: 35%; PTAP TSG101 blk: -2%; uPA generation: 2%; ASM inhibitor: 3%; TRPV1 ag: 3; p53 reactivation: 4%; a7 integrin act: 20%; Eya2 phos inh: 12%; B2AR arrestin: -0.4%; ELG1 genotoxic: -1%

How did O=C(CN1C(=O)NC(Cc2ccccc2)C1=O)Nc1ccc(OC(F)(F)F)cc1 (stereo not given) do in these assays?
USP2a block: 0%; BRCA1 expr up: -15%; PTAP TSG101 blk: -4%; uPA generation: 11%; ASM inhibitor: 1%; TRPV1 ag: -1; p53 reactivation: -6%; a7 integrin act: -27%; Eya2 phos inh: 1%; B2AR arrestin: 0.4%; ELG1 genotoxic: 0%

Results for COc1ccc(S(=O)(=O)NCC(=O)N(CC(=O)NCc2ccco2)C2CCCC2)cc1 ?
USP2a block: 5%; BRCA1 expr up: -10%; PTAP TSG101 blk: -4%; uPA generation: 1%; ASM inhibitor: -2%; TRPV1 ag: 0; p53 reactivation: -4%; a7 integrin act: -16%; Eya2 phos inh: -4%; B2AR arrestin: 0.1%; ELG1 genotoxic: 11%

How did COc1ccc(-c2cc(C(F)(F)F)c3c(n2)sc2c(O)cc(=O)[nH]c23)c(OC)c1 do in these assays?
USP2a block: 18%; BRCA1 expr up: -64%; PTAP TSG101 blk: inconclusive; uPA generation: 2%; ASM inhibitor: 162%[activator]; TRPV1 ag: 13; p53 reactivation: 1%; a7 integrin act: -1%; Eya2 phos inh: 11%; B2AR arrestin: 2.5%; ELG1 genotoxic: -1%

How did CCn1c(CNC(=O)c2ccc(F)cc2)cc2ccccc21 do in these assays?
USP2a block: 0%; BRCA1 expr up: 83%; PTAP TSG101 blk: -6%; uPA generation: 3%; ASM inhibitor: 7%; TRPV1 ag: inconclusive; a7 integrin act: 9%; Eya2 phos inh: 2%; B2AR arrestin: 0.1%; ELG1 genotoxic: 5%

From PubChem BioAssay
